Assay outcomes (PubChem)
HSF1 activator: increases HSF-1 driven luciferase reporter signal. activation, % at 9 µM. NIH3T3-HGL HSF-1 luciferase reporter, MG132, 8 h; 100% = twice DMSO control signal. 1.7% of 300,000 active. AID 504408;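 active = mean replicate activation of at least 50% with a set share of replicates each reaching 50%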;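 also: 0% = median of the neutral control wells and 100% = twice that signal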
Platelet DG rel: platelet dense granule release activity; human platelet-rich plasma, SFLLRN dense granule ATP release, luminescence; inhibition, %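 (compounds screened at 7.5 µM in platelet-rich plasma)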; 0.22% of 300,000 active; AID 1663;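 active = mean replicate score, as percent of positive control, at or above 50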
Dyrk1A ADPGlo: Dyrk1A (rat) kinase inhibition | inhibition, % at 12.5 µM | AID 504441 | Q63470 | ADP-Glo luminescence, NFATc1 peptide | 0.43% of 310,000 active; in the data active = inhibition above about 50%;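 also: plate controls were vehicle with enzyme for no effect and no enzyme for full effect; many of its hits are not listed in these tables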
HSP90 refold inh: HSP90 refolding inhibition in rabbit reticulocyte lysate | inhibition, % at 5.6 µM | 0.91% of 290,000 active | luciferase refolding luminescence, 3 h;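 active = inhibition above the screen-wide mean plus 3 SD, computed separately per campaign, cut at about 16% in these data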;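 also: 0% = DMSO wells and 100% = 60 µM geldanamycin wells; inhibitors lower the luminescence because luciferase stays unfolded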
GSK3 alpha inh: human GSK-3 alpha kinase inhibition. ADP-Glo luminescence, 60 min. inhibition, % at 10 µM. 0.1% of 320,000 active;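 in the data active = inhibition above about 50%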;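 also: GST-tagged GSK-3 alpha with peptide substrate and 25 µM ATP; 0% = DMSO neutral wells and 100% = GW8510 positive control wells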
HDAC3 inhib: blocks human histone deacetylase 3. O15379. recombinant HDAC3, fluorogenic peptide/trypsin coupled, fluorescence. inhibition, % at 8.3 µM. 0.15% of 320,000 active. AID 2718; in the data active = inhibition above about 26%, passing the limit was not always enough
Target sequence (O15379 whole entry, looked up): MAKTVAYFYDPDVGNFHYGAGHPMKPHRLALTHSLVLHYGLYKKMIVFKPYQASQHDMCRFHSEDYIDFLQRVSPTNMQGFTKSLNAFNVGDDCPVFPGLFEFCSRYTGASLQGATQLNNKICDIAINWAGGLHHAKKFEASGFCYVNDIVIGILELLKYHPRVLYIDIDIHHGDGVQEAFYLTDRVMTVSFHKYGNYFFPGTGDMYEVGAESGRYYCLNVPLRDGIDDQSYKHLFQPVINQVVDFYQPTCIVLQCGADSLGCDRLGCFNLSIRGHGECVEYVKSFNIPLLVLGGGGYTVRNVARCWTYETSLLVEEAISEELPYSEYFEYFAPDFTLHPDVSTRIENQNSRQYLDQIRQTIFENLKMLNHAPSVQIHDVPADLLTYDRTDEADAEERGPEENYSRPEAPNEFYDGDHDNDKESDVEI
AI-2 QS mod: modulates the Vibrio harveyi AI-2 quorum sensing system; Vibrio harveyi JMH597 AI-2 luminescence/OD600 ratio, 9 h; stronger effect = lower value; strain lacks LuxN and CqsS sensors; 0 = neutral-control median; activity change, % at 7.5 µM; 0.4% of 300,000 active; AID 2094; in the data active = activity change below about -75%, passing the limit was not always enough;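 also: luminescence divided by OD600 gain over 9 h not by final OD600 alone; inactives centre near 13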
PolyA inhibitor: yeast polyadenylation inhibition | S. cerevisiae SKY197-pL101 polyadenylation reporter, beta-gal luminescence; efflux-impaired pdr1/pdr3 knockout yeast; score 100 = 6 SD above DMSO | calls only at 12 µM | 0.02% of 300,000 active | AID 1875;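 active = lowest replicate activity score at least 50, where 100 means six control SD above control mean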;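 also: yeast exposed to compound for 9 h at 30 °C; higher score means more reporter readthrough which indicates perturbed polyadenylation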
HSF1 inhib: HSF1 inhibition. AID 2098. NIH3T3-HGL HSE-luciferase, MG132-induced, luminescence 8 h; stronger effect = lower value. 0.77% of 300,000 active. activity change, negative = inhibition, % at 7.5 µM (by protocol);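 active = more than half of replicate wells show activity change below -50%, luminescence cut by over half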;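 also: luciferase reports HSF-1 transcriptional activity via heat shock element; 0% = median of DMSO wells and -100% = zero luminescence signal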
GSK3beta inhib: inhibitors of human GSK3beta kinase; GST-GSK3beta kinase, ADP-Glo luminescence, 60 min; stronger effect = lower value; 0.038% of 300,000 active; activity score (negative = inhibition), % at 10 µM; P49841; AID 2097;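 active = more than half of replicate wells score below -50%, meaning over 50% inhibition versus plate controls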;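 also: 0% = median DMSO wells and -100% = median GW8510 positive control wells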
Target sequence (P49841 whole entry, looked up): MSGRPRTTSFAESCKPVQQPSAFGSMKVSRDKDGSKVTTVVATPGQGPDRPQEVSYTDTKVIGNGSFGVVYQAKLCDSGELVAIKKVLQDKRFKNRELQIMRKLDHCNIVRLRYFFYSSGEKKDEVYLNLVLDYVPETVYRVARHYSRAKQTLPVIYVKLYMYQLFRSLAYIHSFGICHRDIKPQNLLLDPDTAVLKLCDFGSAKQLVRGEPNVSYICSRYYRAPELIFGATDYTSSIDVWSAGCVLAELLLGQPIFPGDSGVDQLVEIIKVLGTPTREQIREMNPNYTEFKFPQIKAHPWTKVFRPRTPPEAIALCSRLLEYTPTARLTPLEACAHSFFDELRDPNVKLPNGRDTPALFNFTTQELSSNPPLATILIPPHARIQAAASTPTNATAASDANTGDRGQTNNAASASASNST
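test system = GST-tagged human GSK3beta kinase, cell-free | reagent = 25 µM ATP with peptide substrate | dosing = one dose of 10 µM per compound | schedule = 60 min reaction, RT | detection = luminescent ADP-Glo measurement of ADP formed | control set = DMSO neutral wells and GW8510 at 20 µM as positive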
Active calls of the source: *; i = inactive; . = not tested or not shown; & = joins results of further samples. Only part of the results is shown (hit frequency here may not be typical).

SMILES	HSF1 activator	Platelet DG rel	Dyrk1A ADPGlo	HSP90 refold inh	GSK3 alpha inh	HDAC3 inhib	AI-2 QS mod	PolyA inhibitor	HSF1 inhib	GSK3beta inhib
COc1ccccc1N1CCN(C(=O)C2CCN(S(=O)(=O)c3ccc(C)cc3)CC2)CC1	8.0	1.9	-3.8	-4.6	-1.9	1.8	26.8	i	1.1	1.4
COc1cccc(NC(=O)CN2CCN(c3nc(-c4cccc(OC)c4)cs3)CC2)c1	-16.3	-3.1	6.8	-1.9	-1.7	-0.3	15.7	i	-3.7	-1.8
COc1ccc(NC2CCCN(C(=O)C3(C)CCCCC3)C2)cc1 (centres undefined)	-1.1	-6.5	-2.0	-3.5	-1.4	1.0	27.6	i	-7.6	-1.0
Cc1ccc(C(=O)NCC(=O)N2CCN(S(=O)(=O)c3cccs3)CC2)s1	6.6	15.2	-2.5	-1.0	-3.9	-0.2	-2.4	i	-3.6	-7.9
Cc1nnc(SCC(=O)NCCc2ccccc2)s1	1.2	-2.1	3.9	2.7	-1.3	4.1	1.7	i	0.5	-1.7
CC(=O)C1=C(C)Nc2ncnn2C1c1ccccc1OCc1ccccc1 (centres undefined)	16.2	-27.6	-5.7	-0.7	8.1	1.0	-1.6	i	-4.1	-7.5
CCN(CCn1cccn1)Cc1nc(-c2ccc(OC)cc2)no1	0.9	-4.5	3.1	3.2	-0.5	-10.1	18.4	i	-3.9	-1.9
COc1ccc(C(=O)Nc2ccnn2C2CCN(Cc3ccc4nonc4c3)CC2)cc1	5.0	3.0	1.3	-0.8	-1.6	-14.3	18.8	i	1.6	2.0
COc1cc(CN(C)CC(=O)c2[nH]c(C)c(C(C)=O)c2C)ccc1OC(F)F	-12.7	11.0	8.6	-3.5	-2.4	5.6	4.1	i	-18.5	-6.9
Cc1ccc2c(CC(=O)NCC(C)(C)N3CCOCC3)coc2c1	.	.	0.3	-2.8	0.0	-5.4	19.4	.	.	-2.4
COc1ccccc1CCNC(=O)C1(C)CC1(Cl)Cl (centres undefined)	0.6	-7.9	-6.4	-4.7	-0.8	-3.5	19.8	i	-10.3	-0.8
O=C(CSc1nc2ccccc2nc1N1CCOCC1)N1CCN(c2ccccc2)CC1	12.2	20.2	0.3	0.2	-5.6	-2.6	4.2	i	5.6	1.0
CCOc1ccc(N(C)c2ccc(/C=C3/SC(=S)NC3=O)cc2)cc1	-16.2	6.5	-5.7	-3.9	1.1	1.5	18.2	i	-3.9	-1.1
CC(=O)NCCc1cc2ccc(C)cc2[nH]c1=O	31.8	-0.4	-9.3	-2.2	0.5	-1.0	11.3	i	7.0	-1.2
O=C(c1ccco1)N1CCN(C(=O)c2cccc3c2C(=O)N(Cc2cccnc2)C3)CC1	-19.9	-4.8	2.8	-1.4	-2.0	-0.9	16.0	i	-8.2	-3.6
O=C(N/N=C/c1cccc([N+](=O)[O-])c1)c1ccc(Br)cc1	8.9	-3.0	0.2	2.4	-0.9	8.7	10.1	i	14.7	-0.5
O=C(O)COc1ccc(-c2nccc(-c3ccccn3)n2)cc1	-44.0	-3.3	2.2	-1.3	-0.8	10.4	48.5	i	-33.6	4.1
CC(C)CNC(=S)N(CCN(C)C)Cc1cc2cc3c(cc2[nH]c1=O)OCO3	-8.8	12.7	6.5	3.8	0.1	-9.2	3.4	i	1.1	-4.5
COc1ccc(/C=N/Nc2nc(-c3ccc(C)cc3)c(NC(C)=O)s2)cc1	7.0	-12.1	2.8	-1.6	2.1	-10.9	.	i	-5.6	0.6
C/C=C/c1ccc(OCCSc2nc(C)cc(=O)[nH]2)c(OC)c1	4.6	0.3	3.2	1.2	0.5	-4.8	20.6	i	-0.3	-1.1

Reprinted from the part before: 6 entries, followed by the next part.
SMILES	HSF1 activator	Platelet DG rel	Dyrk1A ADPGlo	HSP90 refold inh	GSK3 alpha inh	HDAC3 inhib	AI-2 QS mod	PolyA inhibitor	HSF1 inhib	GSK3beta inhib
O=C(c1ccco1)N1CCN(C(=O)c2cccc3c2C(=O)N(Cc2cccnc2)C3)CC1	-19.9	-4.8	2.8	-1.4	-2.0	-0.9	16.0	i	-8.2	-3.6
O=C(N/N=C/c1cccc([N+](=O)[O-])c1)c1ccc(Br)cc1	8.9	-3.0	0.2	2.4	-0.9	8.7	10.1	i	14.7	-0.5
O=C(O)COc1ccc(-c2nccc(-c3ccccn3)n2)cc1	-44.0	-3.3	2.2	-1.3	-0.8	10.4	48.5	i	-33.6	4.1
CC(C)CNC(=S)N(CCN(C)C)Cc1cc2cc3c(cc2[nH]c1=O)OCO3	-8.8	12.7	6.5	3.8	0.1	-9.2	3.4	i	1.1	-4.5
COc1ccc(/C=N/Nc2nc(-c3ccc(C)cc3)c(NC(C)=O)s2)cc1	7.0	-12.1	2.8	-1.6	2.1	-10.9	.	i	-5.6	0.6
C/C=C/c1ccc(OCCSc2nc(C)cc(=O)[nH]2)c(OC)c1	4.6	0.3	3.2	1.2	0.5	-4.8	20.6	i	-0.3	-1.1
Cc1cc(C)n(CCN(C)C(=O)c2cc(COc3c(F)cccc3F)on2)n1	0.0	2.5	1.3	-2.6	-1.0	8.2	7.0	i	-0.8	-0.3
C=CCN1c2ccccc2[C@]23C[C@@H](C(=O)OC)N=C2NC(C(=O)OC)=C(C(=O)OC)[C@H]13	-9.9	16.2	6.4	.	0.1	3.9	7.6	i	-1.3	0.8
Cn1c(=O)c(/C(N)=N/OC(=O)c2ccccc2)cn(-c2ccccc2)c1=O	3.2	4.0	-2.3	3.9	2.1	-2.9	30.7	i	-2.9	-4.5
Cc1cc(NC(=O)Cn2cc(C(F)(F)F)cc(Cl)c2=O)no1	5.1	-0.2	-5.0	2.4	0.9	14.1	15.3	i	-5.7	-1.2
CCOC(=O)Cn1c(=N)n(CCOc2ccc(OC)cc2)c2ccccc21	-18.6	-2.7	-4.2	1.8	-1.0	2.3	12.2	i	-4.6	0.3
CCN(CC)CCOC(=O)c1ccc(Cl)cc1	13.6	7.0	-4.8	-1.1	1.1	-4.5	0.2	i	-2.1	-2.9
O=C(Nc1ccc(S(=O)(=O)N2CCCC2)cc1)c1ccc(OCC2CCCO2)cc1 (centres undefined)	5.5	7.4	1.6	0.3	-0.8	5.5	11.4	i	-6.3	-1.3
O=C(COc1c(Br)cc(Br)c2cccnc12)Nc1ccccc1F	1.5	-1.6	-0.9	-0.1	-2.1	-12.8	23.9	i	-4.8	4.4
CC(Oc1ccc(Cl)cc1Cl)c1nc(-c2ccc(NC(=O)c3ccccn3)cc2)no1 (centres undefined)	.	6.8	3.1	0.4	-1.1	0.2	13.2	i	.	0.3
Cc1ccc(O)c(C=Nc2ccc3[nH]ncc3c2)c1	-8.1	-3.7	5.9	2.0	1.0	-26.1	17.0	i	-15.1	-0.9
COc1ccccc1CNS(=O)(=O)c1ccc2c(c1)CC(C)N2C(=O)C1CC1 (centres undefined)	-5.6	-2.2	1.1	-6.4	-0.7	1.0	12.9	i	-5.2	-1.5
COc1cc(OC)c(NC(=O)C(=O)CC(=O)c2ccc(C)cc2C)cc1Cl	22.1	-17.1	9.0	5.2	-2.2	6.5	-5.4	i	-0.4	0.3
Cc1ccc(C(=O)NNC(=O)c2ccc(S(=O)(=O)N3CCOCC3)cc2)cc1	-15.0	4.0	-1.2	0.7	0.3	-5.7	2.0	i	-8.3	-0.7
CCOc1ccc(-c2csc(NC(=O)c3ccc(S(=O)(=O)N4CCc5ccccc5C4)cc3)n2)cc1	-7.4	-1.7	.	-1.8	-0.6	5.3	24.7	i	-4.6	-2.5
CCn1c(CSc2nc3ccccc3n2C)nc2ccccc21	9.0	2.1	1.3	4.3	-0.3	-6.9	5.4	i	6.1	-5.4
COC(=O)c1ccc(CN2CCC(CO)(Cc3ccc(OC)cc3)CC2)cc1	2.7	-6.1	3.8	2.0	-0.5	-2.9	-10.9	i	-9.5	3.4
CN(C(=O)c1ccc2c(c1)OCO2)C1(C(=O)NC2CCCCC2)CCCCC1	6.3	2.8	24.5	6.1	-2.4	2.2	11.5	i	-3.3	-1.5
O=S(=O)(NCC1CCCO1)c1cccc(C(F)(F)F)c1 (centres undefined)	-10.3	2.4	-1.4	-2.9	-1.5	7.0	-4.3	i	-2.3	-3.0
O=C1CC(c2ccccc2)CC(O)=C1C=NCc1ccco1 (centres undefined)	-4.0	7.3	-4.2	-1.8	-0.3	1.5	-39.8	i	-0.2	1.8
O=C1CC(N2CCN(c3ccc(F)cc3)CC2)C(=O)N1c1ccc2c(c1)OCO2 (centres undefined)	27.1	-21.6	-1.9	-0.3	.	5.5	15.1	i	13.8	-6.7
Cc1ccc2c(c1)[nH]c1c(=O)n(Cc3ccccn3)cnc12	13.6	9.8	9.2	-2.8	-4.3	-4.5	16.9	i	-1.8	0.9
CCc1ccc(/C=N/NC(=O)c2cc(-c3cccc([N+](=O)[O-])c3)n[nH]2)cc1	5.6	1.8	1.0	2.7	-1.2	12.0	1.7	i	-10.8	-3.9
C=CCn1cccc(C(=O)Nc2cc(OC)cc(OC)c2)c1=O	15.1	-2.3	1.9	-3.2	-0.8	7.2	3.7	i	-3.5	0.2
COc1ccccc1OCC(=O)O	-8.3&-19.1	3.4&2.1	2.8&4.4	-3.0&1.7	-0.7&5.9	-2.9&0.3	19.3&18.1	i	-0.3&-4.0	-1.5&4.3
CCCc1c(C)nc(N2CCN(c3ccccc3OC)CC2)[nH]c1=O	-1.2	-2.8	-2.0	1.9	-1.0	0.2	14.4	i	-6.3	1.9
O=C(CSc1ccc2ccccc2n1)Nc1nsc(-c2ccc(Cl)cc2)n1	-1.9	1.4	-8.2	1.0	0.3	0.2	2.2	i	-5.3	1.2
O=C(Cn1cc(C(=O)C2CC2)c2ccccc21)NCC1CCCO1 (centres undefined)	-3.2	-1.4	6.8	-4.4	1.3	4.3	-2.2	i	1.1	0.8
COc1ccc(-c2ccc(N(C)C)cc2)cc1[C@H]1[C@H]2C=CC[C@@H](C)[C@@H]2C(=O)N1Cc1ccccc1	4.4	1.3	1.0	.	-1.0	-3.2	15.5	i	1.4	-1.6
COC(=O)c1ccc(NC(=O)CSc2nnc(CNc3ccc(F)cc3)n2C)cc1	-6.5	7.5	-8.6	-0.5	-5.6	-1.1	3.5	i	2.8	4.3
